Compound activity: PubChem, National Center for Advancing Translational Sciences (NCATS)
Apoferritin bind – candidate novel general anesthetic via apoferritin binding; P02791; apoferritin/1-aminoanthracene competitive binding, fluorescence; Potency, µM (doses to about 77.5 µM), inactives show at the highest dose activity change, negative = displacement, usual class: inhibitors; actives 0.074% (n = 350,000); AID 485281; further: potency means the concentration at half of the fitted maximal effect; on the % scale 0 is the no-effect control and ±100 the full control effect; nearly all actives have a fitted effect of over 20% in size
Target sequence (P02791 2-175 limits assumed): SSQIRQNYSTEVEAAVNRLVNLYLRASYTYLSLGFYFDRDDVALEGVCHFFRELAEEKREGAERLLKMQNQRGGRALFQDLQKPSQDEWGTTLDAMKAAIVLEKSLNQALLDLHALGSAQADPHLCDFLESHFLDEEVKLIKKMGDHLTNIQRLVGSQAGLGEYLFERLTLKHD
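10 uM apoferritin + 50% sat. 1-AMA, PBS; cpd 10 min RT; Ex380/Em535 endpoint; normalized to free probe vs complex; 4-param Hill fit; propofol titration as pos. ctrl.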
APE1 inh – blocks human APE1 abasic DNA cleavage; P27695; recombinant APE1, TAMRA/BHQ-2 abasic DNA cleavage fluorescence; Potency, µM (titrated, usually from 65.8 µM), for the others: at the top dose activity change, negative = inhibition, most hits filed as inhibitors; actives 0.35% (n = 350,000);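 further: potency means the concentration at half of the fitted maximal effect; plate controls were vehicle for no effect and reference inhibitor for full effect; nearly all actives have a fitted effect of over 55% in size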
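Step 1: APE1 (0.75 nM) with compound, 15 min RT. Step 2: add 50 nM fluorophore/quencher THF duplex. Step 3: three fluorescence reads 60 s apart (525/598 nm); read 3 minus read 1 = reaction progress.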
Pol kappa inh – inhibitors of human DNA polymerase kappa; Potency, µM (titrated, usually from 107 µM), inactives show at the top dose activity, negative = inhibition, most hits filed as inhibitors; actives 0.53% (n = 400,000); purified Pol kappa, fluorescent DNA synthesis assay, 10 min; Q9UBT6; AID 588579; further: potency means the concentration at half of the fitted maximal effect; on the % scale 0 is the no-effect control and ±100 the full control effect
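Kinetic fluorescence screen: compound preincubated 15 min RT with 10 nM enzyme; 50 nM substrate (final) initiates; reads at 0/10 min.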
ERG Ets-DNA blk – inhibitors of human ERG Ets domain-DNA interaction; fluorescence polarization, His-ERG Ets domain / labelled DNA; AID 624246; actives 0.028% (n = 370,000); Potency, µM (doses to about 76.9 µM), without a hit: at the highest dose FP activity, negative = inhibition, usual class: inhibitors; P11308; active means well fitted inhibition curve with a large enough effect in the polarisation, with a control signal flat; inconclusive means small, poorly fitted or top-dose-only effect, or effect the other way, or a change in a side signal; inactive means no such curve, though single readings can be large or run the other way; the % refers to the polarisation;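 further: polarization taken with two DNA probes labelled with fluorescein and Texas red; potency means the concentration at half of the fitted maximal effect; % of control where 0% means no effect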
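His-tagged ERG Ets domain (1 uM in the protein solution; 300mM KCl, 50mM Tris-HCl, 1mM EDTA, 1mM DTT, pH 7.5) received compound, then a probe mix of 5 nM fluorescein-DNA and 100nM Texas-615-DNA. Fluorescence polarization was read for both dyes.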
RGS4 inh – inhibitors of human regulator of G protein signaling 4; P49798; Transcreener GDP fluorescence polarization, RGS4-accelerated GTP hydrolysis; Potency, µM (top dose mostly 114 µM), inactives show at the top dose activity change, negative = inhibition, actives largely listed as inhibitors; actives 0.039% (n = 390,000); further: potency means the concentration at half of the fitted maximal effect; on the % scale 0 is the no-effect control and ±100 the full control effect; nearly all actives have a fitted effect of over 75% in size; some results filed as inactive show a strong effect at the top dose
Target sequence (P49798 whole entry, looked up): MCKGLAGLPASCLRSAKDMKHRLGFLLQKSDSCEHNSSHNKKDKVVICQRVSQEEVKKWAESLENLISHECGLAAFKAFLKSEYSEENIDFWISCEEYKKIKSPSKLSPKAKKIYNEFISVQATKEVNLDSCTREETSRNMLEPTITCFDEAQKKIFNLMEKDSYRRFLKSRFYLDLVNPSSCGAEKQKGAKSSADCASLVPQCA
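MLSMR compounds (23 nl, pin-transferred) preincubated 10 min at room temperature with a 500nM (2x) first reagent, then RGS4 at 900nM (2x) plus Transcreener GDP mix added; fluorescence polarization (620/688 nm) read before and after 90 min at 30 °C.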
LDHA block – LDHA (human) enzyme inhibition; purified LDHA, NADH/diaphorase-resazurin fluorescence; hits give low values; actives 0.15% (n = 480,000); P00338; activity change, % (values are at about 110 or 230 µM); in the data active means activity change below about -30%; inconclusive means mostly about -25% to -30%;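 further: plate controls were DMSO wells for no effect and wells without enzyme for full effect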
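LDH5 2 nM; NADH 0.06 mM, pyruvate 0.2 mM; 200 mM Tris pH 7.4, EDTA, Tween-20; 5 min RT. Detection: diaphorase 0.133 mg/mL + resazurin 37 µM, fluorescence ex540/em590 at 0 and 20 min; normalized to enzyme-free and DMSO wells.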
ALOX12 inh – blocks human arachidonate 12S-lipoxygenase; Potency, µM (top dose mostly 108 µM), inactives show at the top dose activity change, negative = inhibition, most hits filed as inhibitors; P18054; purified 12hLO, xylenol orange hydroperoxide absorbance; actives 1.1% (n = 580,000); further: potency means the concentration at half of the fitted maximal effect; on the % scale 0 is the no-effect control and ±100 the full control effect
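Purified human 12hLO at 150 nM in 25 mM Hepes, 0.01% Triton X-100, pH 7.0, preincubated 15 min at room temperature with compound. Reaction started with 40 uM arachidonic acid, 30 min at room temperature. Hydroperoxide measured by Fe-xylenol orange, 573/405 nm absorbance ratio.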
Pol beta inh – DNA polymerase beta (human) inhibition; Potency, µM (doses to about 114 µM), for the others: at the top dose activity change, negative = inhibition, usual class: inhibitors; AID 485314; Pol beta primer extension/strand displacement, fluorescence kinetic; actives 1.3% (n = 340,000); P06746; further: potency means the concentration at half of the fitted maximal effect; on the % scale 0 is the no-effect control and ±100 the full control effect
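Preincubation: enzyme (10 nM) with compound, 15 min, RT. Reaction: substrate added to 50 nM final. Reads: 0 and 10 min. Analysis: normalized, Hill fit.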
POLH inh – inhibitors of human DNA polymerase eta; actives 1.2% (n = 390,000); Q9Y253; recombinant Pol eta, fluorescent DNA replication assay; Potency, µM (series often up to 114 µM), inactives show at the highest dose activity change, negative = inhibition, actives largely listed as inhibitors; further: potency means the concentration at half of the fitted maximal effect; on the % scale 0 is the no-effect control and ±100 the full control effect
Target sequence (Q9Y253 whole entry, looked up): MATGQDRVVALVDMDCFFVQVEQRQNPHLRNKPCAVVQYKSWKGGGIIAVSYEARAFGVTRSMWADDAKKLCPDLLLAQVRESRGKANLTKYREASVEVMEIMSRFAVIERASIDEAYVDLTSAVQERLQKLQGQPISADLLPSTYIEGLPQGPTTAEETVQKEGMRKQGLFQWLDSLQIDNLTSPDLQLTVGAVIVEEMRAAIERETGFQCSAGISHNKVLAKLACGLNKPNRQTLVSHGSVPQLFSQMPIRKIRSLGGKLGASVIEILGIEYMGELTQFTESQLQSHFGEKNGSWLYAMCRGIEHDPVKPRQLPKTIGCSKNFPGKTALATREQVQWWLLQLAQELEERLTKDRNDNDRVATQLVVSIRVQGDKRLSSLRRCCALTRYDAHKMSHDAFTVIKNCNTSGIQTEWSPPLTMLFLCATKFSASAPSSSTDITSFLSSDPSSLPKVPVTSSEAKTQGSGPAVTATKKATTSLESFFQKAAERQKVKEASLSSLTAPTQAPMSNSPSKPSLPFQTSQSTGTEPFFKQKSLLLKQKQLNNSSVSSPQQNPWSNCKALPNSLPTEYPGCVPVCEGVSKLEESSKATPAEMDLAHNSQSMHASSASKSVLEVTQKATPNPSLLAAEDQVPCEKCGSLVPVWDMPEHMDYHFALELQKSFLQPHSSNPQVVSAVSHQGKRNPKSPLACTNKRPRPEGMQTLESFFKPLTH
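Pol eta at 10 nM preincubated with compounds 15 min at room temperature; reaction started with fluorescent substrate (50 nM final) and read kinetically at 0 and 10 min.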
An asterisk follows results filed as active; & = joins results of further samples; [ ] = another dose, or the depositor's remark. Unless noted, the call rests on the fitted dose curve; in most records, active means well fitted curve in the direction sought with a large enough effect; inconclusive means small, poorly fitted or top-dose-only effect, or another doubt; inactive means no such curve, though single readings can be large; an effect the other way counts as inactive or inconclusive.

COc1ccc(/C=N\NC(=O)c2cccc([N+](=O)[O-])c2)cc1Cn1cc([N+](=O)[O-])cn1 was read as Apoferritin bind -7%, APE1 inh 2%, ALOX12 inh 0% and Pol beta inh 45%.
`O=C1COc2ccc(C(=O)COC(=O)c3sc4ccccc4c3Cl)cc2N1` gave Apoferritin bind 8%, APE1 inh -4%, Pol kappa inh -24%, ERG Ets-DNA blk -4%, RGS4 inh -12%[11.4 µM], LDHA block -2, ALOX12 inh -9%, Pol beta inh 4% and POLH inh 0%.
For C=CCn1c(SCC2=C(C(=O)OCC)C(C)NC(=O)N2)nnc1C1CCCCC1 (centres undefined) the results were Apoferritin bind -8%, APE1 inh 0%, Pol kappa inh 7%, ERG Ets-DNA blk -7%, RGS4 inh -10%, LDHA block 1, ALOX12 inh 0%, Pol beta inh 1% and POLH inh -6%.
COc1nc(N(c2ccccc2)c2ccccc2)nc(-n2ccnc2)n1 was read as Apoferritin bind -16%, APE1 inh -2%, Pol kappa inh -6%, ERG Ets-DNA blk 0%, RGS4 inh 23%, LDHA block -3, ALOX12 inh -9%, Pol beta inh 0% and POLH inh 1%.
Cc1nc2cccnc2n1C1CCN(S(=O)(=O)N(C)C)CC1 was read as Apoferritin bind -8%, Pol kappa inh -1%, ERG Ets-DNA blk 1%, RGS4 inh 3%, LDHA block -2, ALOX12 inh -13%, Pol beta inh 3% and POLH inh 3%.
For COc1cccc(N2CCN(CC(=O)N3CCN(S(=O)(=O)c4ccc(Cl)cc4)CC3)CC2)c1 the results were APE1 inh 44%, Pol kappa inh -3%, ERG Ets-DNA blk -10%, RGS4 inh -23%, LDHA block 5, ALOX12 inh -22% and POLH inh -20%.
COc1ccccc1N1CCN(S(=O)(=O)c2cc(C)sc2C)CC1 was read as Apoferritin bind 5%, APE1 inh 2%, Pol kappa inh -10%, ERG Ets-DNA blk 8%, RGS4 inh -6%, LDHA block -2, ALOX12 inh 20%, Pol beta inh 2% and POLH inh -22%.
`CCOC(=O)c1nnc2cc(-c3ccccc3)nn2c1C` gave Apoferritin bind -12%, APE1 inh 4%, Pol kappa inh -3%, ERG Ets-DNA blk -14%, RGS4 inh 5%, LDHA block -2, ALOX12 inh -27%, Pol beta inh 20% and POLH inh 3%.
CCOC(=O)N1CCN(S(=O)(=O)c2cc(Br)cc3c2N(C(C)=O)C(C)C3)CC1 (centres undefined) was read as Apoferritin bind -5%, APE1 inh 11%, Pol kappa inh 3%, ERG Ets-DNA blk -7%, RGS4 inh -12%, LDHA block -2, ALOX12 inh 2%, Pol beta inh 13% and POLH inh 0%.
CC(C)c1ccc(N(CC(=O)NC2CCCC2)C(=O)CCC(=O)Nc2nccs2)cc1 was read as Apoferritin bind 3%, APE1 inh 6%, Pol kappa inh -3%, ERG Ets-DNA blk 2%, RGS4 inh 10%, LDHA block -6, ALOX12 inh inconclusive, Pol beta inh 13% and POLH inh -15%.
Screening Cc1ccccc1-c1nc(CS(=O)(=O)CC(=O)NCCCN2CCOCC2)c(C)o1 returned Apoferritin bind -4%, APE1 inh 51%[activator], Pol kappa inh 0%, ERG Ets-DNA blk -1%, RGS4 inh 8%, LDHA block -2, ALOX12 inh -3%, Pol beta inh -2% and POLH inh -4%.
Screening COc1ccccc1-n1c(SCC(=O)NC(C)(C)C)nc(O)cc1=O returned Apoferritin bind -8%, APE1 inh 1%, Pol kappa inh -11%, ERG Ets-DNA blk 0%, RGS4 inh -26%, LDHA block -10, ALOX12 inh -25%, Pol beta inh 2% and POLH inh -5%.
`Cc1ccc(-n2nc3c(=O)n(CCCC(=O)NCc4cccc(Cl)c4)nc(C)c3c2C)cc1` gave Apoferritin bind -13%, APE1 inh 48%[activator], Pol kappa inh -11%, ERG Ets-DNA blk -8%, RGS4 inh -40%, LDHA block -2, ALOX12 inh 6%, Pol beta inh 2% and POLH inh -11%.
O=C(NCCNc1ccc(Cl)cc1[N+](=O)[O-])c1cccnc1 was read as Apoferritin bind inconclusive, APE1 inh -2%, Pol kappa inh -8%, ERG Ets-DNA blk 4%, RGS4 inh 18%, LDHA block inconclusive, ALOX12 inh -4%, Pol beta inh -1% and POLH inh -9%.
Screening CCc1nn2c(=O)cc(COC(=O)c3ccccc3NC(=O)COc3ccc(F)cc3)nc2s1 returned Apoferritin bind 26%, Pol kappa inh 2%[60.1 µM], ERG Ets-DNA blk 1%, RGS4 inh 7%, LDHA block 5, ALOX12 inh -21%, Pol beta inh -7% and POLH inh -14%.
`Cc1c(NC(=S)NC(=O)c2cccc3ccccc23)cccc1C(=O)O` gave Apoferritin bind -15%, APE1 inh 15%, Pol kappa inh -15%, ERG Ets-DNA blk -12%, RGS4 inh -42%, LDHA block -5, ALOX12 inh inconclusive, Pol beta inh 1% and POLH inh -15%.
Screening O=C(CN(Cc1ccco1)C(=O)CNS(=O)(=O)c1ccccc1)NCc1ccccc1 returned Apoferritin bind -6%, APE1 inh 0%, Pol kappa inh -1%, ERG Ets-DNA blk 3%, RGS4 inh 28%, LDHA block 0, ALOX12 inh 36%[activator], Pol beta inh 0% and POLH inh -23%.
`COc1cccc2oc3ccc(C#Cc4ccccn4)cc3c(=O)c12` gave Apoferritin bind 25%, APE1 inh 40%, Pol kappa inh 4%, ERG Ets-DNA blk 6%, RGS4 inh -13%, LDHA block 0, ALOX12 inh inconclusive, Pol beta inh 7% and POLH inh 6%.
O=C(NCc1ccc2c(c1)OCO2)c1nc(Cn2cc([N+](=O)[O-])cn2)no1 was read as Apoferritin bind -9%, APE1 inh -13%, Pol kappa inh -11%, ERG Ets-DNA blk -4%, RGS4 inh 19%, LDHA block -4, ALOX12 inh -10%, Pol beta inh 49% and POLH inh 2%.
`O=S(=O)(N/N=C/c1cccc(OC2CSC2)c1)c1ccccc1` gave Apoferritin bind -9%, APE1 inh -4%, Pol kappa inh -3%, ERG Ets-DNA blk 3%, RGS4 inh 7%, LDHA block -7, ALOX12 inh -5%, Pol beta inh -2% and POLH inh 7%.
Screening O=C(CSc1nc2ccccc2c(=O)n1CCCO)Nc1ccc2c(c1)OCCO2 returned APE1 inh 2%, Pol kappa inh -16%, ERG Ets-DNA blk 4%, RGS4 inh 12%, LDHA block -3, ALOX12 inh 3% and POLH inh -11%.
Screening COc1cc2c(cc1OC)C(C)N(S(=O)(=O)c1cn(C)cn1)CC2 (centres undefined) returned Apoferritin bind 0%, APE1 inh -2%, Pol kappa inh -1%, ERG Ets-DNA blk 2%, RGS4 inh -2%, LDHA block 0, ALOX12 inh 122%[activator], Pol beta inh 2% and POLH inh -12%.
`CCN(CC(=O)NCc1ccccn1)S(=O)(=O)c1ccc(OC)cc1` gave Apoferritin bind 50%[activator], APE1 inh 3%, Pol kappa inh -5%, ERG Ets-DNA blk -9%, RGS4 inh -5%, LDHA block -9, ALOX12 inh -27%, Pol beta inh 39% and POLH inh -5%.
For COc1ccc(CN2C(=O)c3cccnc3C2=O)cc1S(=O)(=O)N1CCOc2ccccc21 the results were Apoferritin bind 1%, APE1 inh -14%, Pol kappa inh -1%, ERG Ets-DNA blk 2%, RGS4 inh 11%, LDHA block 0, ALOX12 inh 1%, Pol beta inh -1% and POLH inh -16%.
`CCN(CC)C(=O)CC(c1ccc(OC)cc1)c1c(OC)cc(OC)c2ccc(=O)oc12` (centres undefined) gave Apoferritin bind -4%&-1%, APE1 inh inconclusive, Pol kappa inh inconclusive, ERG Ets-DNA blk 0%, RGS4 inh 32%&15%, LDHA block 1, ALOX12 inh inconclusive, Pol beta inh inconclusive and POLH inh inconclusive.
Cc1ccc(NC(=O)N/C=C/c2ccco2)cc1C was read as Apoferritin bind inconclusive, APE1 inh -7%, Pol kappa inh 79µM*, ERG Ets-DNA blk 0%, RGS4 inh -23%, LDHA block 2, ALOX12 inh 28µM*, Pol beta inh 25µM* and POLH inh 28µM*.
`CCCCNCc1ccc(SC)cc1` gave Apoferritin bind -10%, APE1 inh 2%, Pol kappa inh 1%, ERG Ets-DNA blk -4%, RGS4 inh 25%, LDHA block -5, ALOX12 inh 19%, Pol beta inh 7% and POLH inh 3%.
O=C(Nc1nc2ccc([N+](=O)[O-])cc2s1)c1ccncc1 was read as Apoferritin bind -7%, APE1 inh 3%, Pol kappa inh -1%, ERG Ets-DNA blk 2%, RGS4 inh -10%, LDHA block -2, ALOX12 inh 10%, Pol beta inh -3% and POLH inh -3%.
Screening COc1cc(CC(=O)OCC(=O)N2CCCCC2C)cc(OC)c1OC (centres undefined) returned Apoferritin bind -10%, APE1 inh 25%, Pol kappa inh 4%, ERG Ets-DNA blk -7%, RGS4 inh 5%, LDHA block -3, ALOX12 inh -25%, Pol beta inh 42% and POLH inh -15%.
`Cc1nc(C)c(NC(=O)OC(C)C)cc1NC(=O)OC(C)C` gave Apoferritin bind -7%, APE1 inh 4%, Pol kappa inh -16%, ERG Ets-DNA blk 8%, RGS4 inh 9%, LDHA block -3, ALOX12 inh 0%, Pol beta inh 31% and POLH inh 2%.
For N#Cc1c(N)n[nH]c1-c1cc2c([nH]1)CCCC2 the results were Apoferritin bind 1%, APE1 inh -1%, Pol kappa inh 3%, ERG Ets-DNA blk 7%, RGS4 inh 0%, LDHA block -4, ALOX12 inh -22%, Pol beta inh 7% and POLH inh 4%.

Not all compounds are listed; count on the stated rates, not on these rows.
